Screening data deposited in PubChem BioAssay by National Center for Advancing Translational Sciences (NCATS).
Vif-APOBEC3G blk: inhibitors of Vif-APOBEC3G interaction. Q9HC16. HeLa A3G-eYFP + Vif (tagged APOBEC3G with the HIV-1 protein that degrades it), YFP fluorescence, overnight. Potency, µM (top dose mostly 46.1 µM), for the others: at the top dose activity, negative = active, actives largely listed as inhibitors. 410,000 tested, 0.076% active;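 further: potency means the concentration at half of the fitted maximal effect; on the % scale 0 is the no-effect control and ±100 the full control effect; nearly all actives have a fitted effect of over 60% in size; hits raise eYFP signal because A3G escapes Vif-driven loss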
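HeLa cells stably expressing Vif and C-terminally eYFP-tagged A3G, seeded overnight at 37 deg C, then exposed to compound by pintool overnight at 37 deg C. Rise in yellow fluorescence (Ex 488/Em 500-530, Acumen) marks blocked Vif-driven A3G degradation.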
RXFP1 agonist: RXFP1 (human) receptor agonism; HEK293T-RXFP1 cAMP TR-FRET, 30 min; response scale: percent of porcine relaxin response, buffer zero; 370,000 tested, 0.3% active; Potency, µM (series often up to 57.5 µM), inactives show top-dose activation, hits mostly activators; further: potency means the concentration at half of the fitted maximal effect; on the % scale 0 is the no-effect control and ±100 the full control effect; nearly all actives have a fitted effect of over 60% in size; many of its hits are not listed in these tables
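Agonist response is measured as cAMP accumulation in an RXFP1-transfected HEK293T line under PDE4 inhibition. Values are scaled between buffer-only and 29 nM porcine relaxin, and EC50s come from standard Hill equation fits.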
RXFP1 antag: antagonists of human relaxin receptor RXFP1. Q9HBX9. HEK293-RXFP1, relaxin-stimulated cAMP HTRF, 30 min; hits give low values. activity change, negative = inhibition, % at 57.5 µM. 350,000 tested, 0.59% active;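 active means activity change of -60% or lower, but not beyond a set lower limit; inconclusive means change between -60% and -40%, or beyond the set limit; inactive means change above -40%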; further: on the % scale 0 is the no-effect control and ±100 the full control effect
D1 antagonist: blocks dopamine activation of the human D1 receptor | activity change, negative = inhibition, % at 10 µM | P21728 | HEK293 TREx D1 cells, calcium flux, dopamine EC80; hits give low values | 360,000 tested, 3.2% active | AID 504652; in the data active means activity change below about -30%; further: on the % scale 0 is the no-effect control and ±100 the full control effect
Target sequence (P21728 whole entry, looked up): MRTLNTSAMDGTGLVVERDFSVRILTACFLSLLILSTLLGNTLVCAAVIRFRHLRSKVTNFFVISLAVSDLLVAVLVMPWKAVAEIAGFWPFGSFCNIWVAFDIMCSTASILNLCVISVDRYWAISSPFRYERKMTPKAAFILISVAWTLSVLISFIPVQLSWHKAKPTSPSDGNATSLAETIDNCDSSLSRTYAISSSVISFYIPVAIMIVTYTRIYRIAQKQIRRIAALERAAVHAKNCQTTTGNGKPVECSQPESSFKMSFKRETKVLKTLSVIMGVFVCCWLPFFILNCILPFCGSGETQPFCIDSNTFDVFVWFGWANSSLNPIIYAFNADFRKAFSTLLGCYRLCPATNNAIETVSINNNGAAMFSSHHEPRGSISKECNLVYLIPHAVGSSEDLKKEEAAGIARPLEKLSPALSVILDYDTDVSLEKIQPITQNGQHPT
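Compound effects on dopamine-evoked calcium signalling were measured in tetracycline-induced HEK293 Trex D1 cells. Dopamine at EC80 followed a 180 s compound pre-read, and fluorescence was tracked kinetically for 180 s more.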
D2 potentiator: positively modulates the human D2 dopamine receptor allosterically; HEK293 T-REx D2, calcium flux, EC20 dopamine potentiation; potentiation, % at 10 µM; 340,000 tested, 0.34% active; AID 485347;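 active means potentiation over 3 SD above the plate norm, cut at about 30% in these data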; further: 0% is about no effect
Target sequence (P14416 whole entry, looked up): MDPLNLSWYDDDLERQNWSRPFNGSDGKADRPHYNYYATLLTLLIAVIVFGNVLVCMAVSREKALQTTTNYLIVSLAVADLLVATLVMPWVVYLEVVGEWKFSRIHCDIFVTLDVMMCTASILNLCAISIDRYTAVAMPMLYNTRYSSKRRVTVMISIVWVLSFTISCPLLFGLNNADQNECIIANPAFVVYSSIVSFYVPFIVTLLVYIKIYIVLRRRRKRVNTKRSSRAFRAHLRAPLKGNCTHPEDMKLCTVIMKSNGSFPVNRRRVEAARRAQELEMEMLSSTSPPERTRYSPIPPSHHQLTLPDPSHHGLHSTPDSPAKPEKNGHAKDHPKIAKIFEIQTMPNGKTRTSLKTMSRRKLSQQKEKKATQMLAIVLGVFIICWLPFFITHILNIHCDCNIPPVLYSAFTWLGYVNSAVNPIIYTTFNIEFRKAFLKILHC
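Cells plated with tetracycline inducer and held overnight at 30 C; calcium dye loaded 30–90 min at room temperature; baseline taken, compound added and read 180 s; EC20 dopamine then added and read 180 s.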
D1 agonist: activates the human D1 dopamine receptor; P21728; HEK293 T-REx D1 cells, calcium flux, agonist mode; activation, % at 2 µM; 360,000 tested, 1% active; in the data active means activation above about 30%; further: 0% is about no effect
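Inducible HEK293 T-REx D1 cells, force-coupled to calcium signalling, were plated at 4000 cells/well with tetracycline and held overnight at 30 C. After no-wash calcium dye loading, compound-evoked calcium rise over 180 s flagged agonists.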
Glioma ERSR ind: inducers of ER stress response in human glioma cells | Potency, µM, for inactives: at the highest dose activation, hits mostly activators | 420,000 tested, 0.02% active | U87-MG GRP78 promoter luciferase reporter, 16 h; further: potency means the concentration at half of the fitted maximal effect; series mostly up to about 76 µM; % of control where 0% means no effect; nearly all actives have a fitted effect of over 35% in size
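ERSR induction read as luciferase luminescence (Bright-Glo, 10 min at room temperature) in stably transfected human U87-MG glioma cells exposed to compounds for 16 h, using GRP78 as sensor.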
D1 potentiator: potentiators of human D1 dopamine receptor | P21728 | HEK293 TREx D1 cells, calcium flux, dopamine EC20 potentiation | potentiation, % at 10 µM | 360,000 tested, 0.036% active; in the data active means potentiation above about 30%; further: 0% is about no effect
Vif-APOBEC3F blk: Vif-A3F binding inhibition; HeLa A3F-eYFP + Vif (tagged APOBEC3F with the HIV-1 protein that degrades it), YFP fluorescence increase; Potency, µM (top dose mostly 46.1 µM), inactives show at the highest dose activity, negative = active; 390,000 tested, 0.2% active; AID 602313; further: potency means the concentration at half of the fitted maximal effect; % of control where 0% means no effect; nearly all actives have a fitted effect of over 65% in size
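HeLa cells stably expressing Vif plus C-terminally eYFP-tagged A3F were seeded, incubated overnight at 37 deg C, dosed with compound, incubated overnight again at 37 deg C. Yellow fluorescence (Ex 488/Em 500-530) reported blocked Vif-mediated A3F-eYFP degradation.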
* marks the source's active call; other numbers are inactive results; ? = inconclusive; . = no result given. Unless noted, the call rests on the fitted dose curve; in most records, active means well fitted curve in the direction sought with a large enough effect; inconclusive means small, poorly fitted or top-dose-only effect, or another doubt; inactive means no such curve, though single readings can be large; an effect the other way counts as inactive or inconclusive. This is a subset; rates above refer to the full screens.

SMILES | Vif-APOBEC3G blk | RXFP1 agonist | RXFP1 antag | D1 antagonist | D2 potentiator | D1 agonist | Glioma ERSR ind | D1 potentiator | Vif-APOBEC3F blk
COc1ccccc1S(=O)(=O)CC(O)COc1ccc(C#N)cc1 (configuration not stated) | -2% | -0.3% | -3 | 0 | -6 | 4 | 2% | 0 | 13%
COC(=O)c1ccc(Oc2nc(SC)nc(N(C)C)n2)cc1 | -3% | -1.9% | -14 | -6 | 6 | 8 | -4% | -7 | -4%
CCC(C(=O)N1CCN(S(C)(=O)=O)CC1)c1ccccc1 (configuration not stated) | 3% | 2.4% | 4 | 4 | -3 | 3 | -2% | 7 | -3%
C[C@@H](C(=O)Nc1ccc2ccccc2c1)[C@@H]1C[C@@]1(C)[C@@H](NC(=O)c1cccnc1)c1ccccc1 | -8% | 0.1% | . | 14 | . | 3 | -3% | -5 | 5%
O=c1cc(COc2ccc(Cl)c(Cl)c2)nc2sccn12 | 1% | 2.6% | -6 | -10 | -5 | 4 | 4% | 0 | -12%
O=C(C1=C[C@@H](c2coc3ccccc3c2=O)C[C@@H](OCc2ccc(CO)cc2)O1)N1CCCCCCC1 | -1% | 0.8% | . | -11 | -4 | -7 | -5% | 3 | 4%
CCCOc1ccc(NC(=O)CC2C(=O)Nc3ccccc3N2CC(=O)N2CCCC2)cc1 (configuration not stated) | -5% | 1.0% | -3 | -6 | 7 | 4 | 3% | . | -9%
O=[N+]([O-])c1ccc(N2CCOCC2)cn1 | 11% | 0.4% | -11 | -19 | -7 | 2 | -3% | 0 | -9%
O=C(NCCc1csc(-c2cccc(F)c2)n1)c1ccc(Br)o1 | -15% | -1.8% | -78* | -14 | -12 | -1 | -1% | -2 | -1%
CCn1c(SCC(=O)Nc2ccccc2Br)nnc1-c1cnccn1 | 4% | 0.0% | 7 | -6 | 13 | 2 | -2% | 0 | -7%
CCCCOC(=O)Oc1ccc2c(=O)c(Oc3cccc(C)c3)coc2c1 | 0% | -0.7% | 9 | 25 | -4 | 10 | 4% | -8 | 0%
COc1cc(NC(=O)N[C@@H](CCSC)C(=O)O)cc(OC)c1 | 3% | 1.4% | 7 | -2 | -2 | 3 | -1% | -2 | ?
CC(C)c1ccc2oc(-c3cc(NC(=O)c4cccnc4)ccc3Cl)nc2c1 | -2% | 0.2% | -29 | -2 | 8 | 6 | -10% | 0 | 4%
Cc1cccn2c(=O)c(C=O)c(Nc3ccccc3)nc12 | 3% | 2.3% | -9 | 0 | 20 | 0 | -4% | -5 | 2%
CCOc1ccc(Sc2cc(C(=O)NCCCOC)c3ccccc3n2)cc1 | -1% | 9.1% | 19 | 4 | -13 | -3 | -2% | 4 | 1%
CCCCCC(=O)N1C[C@@H](O)[C@H](n2cc(-c3ccc(F)cc3)nn2)C[C@@H]1c1ccccc1 | -9% | . | 7 | . | . | . | -2% | . | -5%
COC(=O)c1cc(NC(=O)Cn2ncc3c([nH]c4ccccc43)c2=O)cc(C(=O)OC)c1 | 2% | -1.1% | 13 | -8 | -13 | 0 | -4% | 2 | -3%
CS(=O)(=O)N(CC(=O)N1CCCC1)c1cccc(F)c1 | -1% | -4.0% | -10 | 0 | -2 | 1 | -1% | 7 | 7%
O=C(c1cccc(F)c1)N1CCN(CC2CC3C=CC2C3)CC1 (configuration not stated) | -2% | 0.0% | 1 | 7 | -15 | 1 | -1% | -7 | 11%
O=C(Nc1nccs1)C1(c2ccc(Cl)cc2)CC1 | -8% | -1.2% | 4 | 7 | -8 | 4 | -3% | 3 | -1%

Gathered by group, those above with a Cl atom
SMILES | Vif-APOBEC3G blk | RXFP1 agonist | RXFP1 antag | D1 antagonist | D2 potentiator | D1 agonist | Glioma ERSR ind | D1 potentiator | Vif-APOBEC3F blk
O=c1cc(COc2ccc(Cl)c(Cl)c2)nc2sccn12 | 1% | 2.6% | -6 | -10 | -5 | 4 | 4% | 0 | -12%
CC(C)c1ccc2oc(-c3cc(NC(=O)c4cccnc4)ccc3Cl)nc2c1 | -2% | 0.2% | -29 | -2 | 8 | 6 | -10% | 0 | 4%
O=C(Nc1nccs1)C1(c2ccc(Cl)cc2)CC1 | -8% | -1.2% | 4 | 7 | -8 | 4 | -3% | 3 | -1%

Further structures
SMILES | Vif-APOBEC3G blk | RXFP1 agonist | RXFP1 antag | D1 antagonist | D2 potentiator | D1 agonist | Glioma ERSR ind | D1 potentiator | Vif-APOBEC3F blk
COc1ccc(CCNCC(O)COc2ccc(OC)cc2C(C)(C)C)cc1 (configuration not stated) | -6% | -0.5% | -17 | -1 | . | 23 | -3% | -4 | 2%
COc1cc(Cl)ccc1OCc1cc(C(=O)NC(C)Cc2cnccn2)no1 (configuration not stated) | -5% | -1.6% | 0 | 1 | 25 | -1 | -1% | -11 | 3%
O=C(N/N=C/c1sc2ccccc2c1O)c1ccccc1 | ? | 1.3% | -13 | 10 | -10 | 60* | -2% | -1 | ?
Cc1cc(C)c(NC(=O)CCCN2CCCC2)c(C)c1 | -1% | -2.5% | -18 | 7 | -8 | 2 | -2% | -3 | -1%
CCOc1ccc(NC(=O)CC2C(=O)N(c3cccc(C)c3)C(=O)N2Cc2cccs2)cc1 (configuration not stated) | -2% | 1.9% | 0 | 14 | 2 | 7 | -2% | 3 | 0%
CN(C)c1ccc(-c2nc3ccc(Cl)cn3c2Nc2ccc3c(c2)OCCO3)cc1 | -6% | 16% | . | -2 | -7 | 2 | 9% | 2 | -2%
CCN1C(=O)c2ccccc2Sc2ccc(C(=O)NCCCN3CCCCC3)cc21 | 1% | -0.2% | -7 | -22 | -12 | 3 | -2% | -1 | -14%
CCNC(=O)CC1C(=O)N(c2ccc(F)cc2)C(=O)N1CCC(C)C (configuration not stated) | 1% | -0.3% | 41 | 0 | . | 2 | -2% | -3 | -2%
CCC(=O)OCc1cc(=O)n2nc(C3CC3)sc2n1 | 3% | 5.8% | . | 1 | -11 | 3 | 0% | 9 | 0%
Cc1cccc(C)c1OC(=O)c1ccccc1 | -1% | . | -33 | . | . | . | -4% | . | -9%
O=Cc1ccc2noc(-c3ccc(F)cc3)c2c1 | 5% | -1.0% | -4 | 3 | 8 | -3 | -1% | -1 | -9%
CCCCOCCCn1cnc2c([nH]c3cc(OC)ccc32)c1=O | -2% | 0.2% | -1 | -6 | -6 | 2 | 6% | 0 | -12%
COCCNC(=O)C1CCC(CNS(=O)(=O)c2ccc(F)cc2)CC1 (configuration not stated) | 5% | 0.2% | 5 | 3 | 4 | 1 | -5% | 1 | 0%
COC(=O)C(C)(C)ONC(=O)Nc1ccc(Br)cc1 | 9% | 0.3% | -1 | -4 | 4 | -2 | 0% | -7 | -15%
COc1cc(O)ccc1C=O | -2% | -1.1% | -8 | 24 | 8 | 5 | 0% | 0 | -2%
O=C(CNc1ccc(F)cc1Cl)Nc1cccc(S(=O)(=O)N2CCCCC2)c1 | 6% | 0.5% | -4 | -18 | . | 5 | 2% | -5 | 3%
CC(=O)C1CCC2C3CCC4=CC(=O)C=CC4(C)C3CCC12C (configuration not stated) | 1% | . | -3 | . | . | . | 2% | . | -7%
Nn1cnnc1SCC(=O)N1CCc2ccccc2C1 | 0% | 3.3% | 5 | 26 | -5 | 3 | 2% | 0 | 1%
COc1ccc(-c2c(-c3cc(OC)cc(OC)c3)n(C)c3ccc(-c4ccc(OC)nc4)cc23)cc1 | -3% | 5.2% | . | . | -6 | -1 | -2% | -1 | -10%
CC(=O)c1ccc(NC(=O)CSc2nnc(NC(=O)c3ccco3)s2)cc1 | 0% | ? | 3 | 9 | 3 | 2 | -1% | -2 | -6%
COP(=O)(OC)C(Nc1ccc(Cl)cc1)c1ccccc1 (configuration not stated) | 0% | -0.7% | 4 | 9 | -1 | 2 | 0% | -3 | -10%
CCN(Cc1nc(-c2ccccc2)no1)C(=O)c1ccoc1C | -1% | -2.6% | 4 | -3 | 14 | 2 | -3% | -1 | 10%
CC(=O)N1CCc2c(sc(NC(=O)c3ccc([N+](=O)[O-])o3)c2C(N)=O)C1 | ? | . | 1 | . | . | . | -11% | . | 0%
COc1cccc(OCC(=O)N(C)Cc2nc(-c3ccccc3)no2)c1 | -5% | 0.0% | -14 | 16 | -3 | 0 | 3% | -2 | 5%
CCN(CC(=O)Nc1c(F)cccc1F)C(=O)c1ccc2ccccc2n1 | -1% | 3.1% | ? | -24 | . | 3 | -2% | -5 | -4%
COC(=O)c1ccsc1NC(=O)c1cccc(OC)c1 | -9% | 4.9% | -11 | 5 | 1 | 0 | -2% | 0 | 10%
CCN(C(=O)COC(=O)c1ccc(=O)n(Cc2ccccc2)n1)C1CCCCC1 | 0% | 1.7% | -17 | -8 | 5 | -1 | -4% | -8 | -5%
CCc1ccc(-c2nc(CN3CCCC(C(=O)O)C3)c(C)o2)cc1 (configuration not stated) | 0% | -0.9% | . | 2 | 5 | 4 | -3% | . | -3%
COCCCN(C(=O)CSCc1c(C)noc1C)c1c(N)n(Cc2ccccc2)c(=O)[nH]c1=O | -2% | 1.9% | -4 | 11 | 4 | 3 | -3% | -1 | 5%
O=C(CSC(=S)N1CCCC1)Nc1ncc(Cl)cc1Cl | 1% | -0.1% | 8 | -4 | -1 | 7 | -5% | -7 | -14%
COc1ccc(-n2nc3c(N4CCC(C(=O)NCc5ccccc5)CC4)nnc(C)c3c2C)cc1 | -6% | ? | 27 | 2 | 5 | 1 | -4% | -2 | 0%
O=C(c1ccc2[nH]c(=O)c(=O)[nH]c2c1)N1CCc2ccccc2C1 | -7% | 5.0% | 2 | 18 | 0 | 0 | 0% | 10 | -1%
N#Cc1ccccc1NC(=O)CN(Cc1ccccc1)Cc1ccccc1 | -2% | 2.1% | -12 | 14 | -14 | 9 | -5% | -6 | -28%
C=CCn1c(SC(C)C(=O)c2c(N)n(C)c(=O)n(C)c2=O)nnc1-c1ccoc1C (configuration not stated) | 1% | 1.9% | -5 | 7 | -8 | 2 | -1% | -8 | -3%
O=C1CC(/C=C/c2cccnc2)=Nc2ccccc2N1 | ? | 0.1% | 1 | 0 | -6 | 6 | 5% | -1 | 1%
CC(C)CCn1c(SCC(=O)N2CC(=O)Nc3ccccc32)nc2scc(-c3cccs3)c2c1=O | -7% | -1.4% | -12 | -2 | -1 | 2 | -2% | -3 | 9%
